# KLF5 inhibitor = KLF5 expression inhibitors, primary screen, DLD-1 cells, luminescence; DLD-1 KLF5 promoter-luciferase reporter; inhibition, % at 5 µM; 290,000 tested, 0.23% active;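 active = inhibition above a per-plate limit of that plate's mean compound inhibition plus 3 SD, cut at about 60% in these data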;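 note: 0% = DMSO wells and 100% = LY294002 at 200 µM; higher means less KLF5 promoter-driven luciferase light; inactives centre near -14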
# HIF act = HIF pathway transcriptional activators, primary screen, cell-based, U2OS HRE-luciferase, luminescence; U2OS HRE-luciferase reporter; normalized: DMSO 0%, desferrioxamine 100%; 300,000 tested, 0.32% active; activation, % at 7.5 µM (by protocol);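 active = mean activation of at least 10% of the iron chelator positive control signal, with at least half of replicates also reaching 10%; inconclusive = mean and replicate majority disagree about reaching 10%; inactive = mean and most replicates under 10%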
# TRPC6 activator = mouse TRPC6 channel activators, primary screen, cell-based, HEK293, membrane potential dye; Short transient receptor potential channel 6 (Mus musculus), Q61143; HEK293-TRPC6 membrane potential dye fluorescence; active compounds read high; B-score at 10 µM; 310,000 tested, 0.13% active;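 active = B-score of the integrated fluorescence ratio above library mean plus 3 SD, and starting fluorescence ratio within library mean plus 5 SD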;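 note: higher score means more depolarization so channel activation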
# Target sequence (Q61143 whole entry, looked up): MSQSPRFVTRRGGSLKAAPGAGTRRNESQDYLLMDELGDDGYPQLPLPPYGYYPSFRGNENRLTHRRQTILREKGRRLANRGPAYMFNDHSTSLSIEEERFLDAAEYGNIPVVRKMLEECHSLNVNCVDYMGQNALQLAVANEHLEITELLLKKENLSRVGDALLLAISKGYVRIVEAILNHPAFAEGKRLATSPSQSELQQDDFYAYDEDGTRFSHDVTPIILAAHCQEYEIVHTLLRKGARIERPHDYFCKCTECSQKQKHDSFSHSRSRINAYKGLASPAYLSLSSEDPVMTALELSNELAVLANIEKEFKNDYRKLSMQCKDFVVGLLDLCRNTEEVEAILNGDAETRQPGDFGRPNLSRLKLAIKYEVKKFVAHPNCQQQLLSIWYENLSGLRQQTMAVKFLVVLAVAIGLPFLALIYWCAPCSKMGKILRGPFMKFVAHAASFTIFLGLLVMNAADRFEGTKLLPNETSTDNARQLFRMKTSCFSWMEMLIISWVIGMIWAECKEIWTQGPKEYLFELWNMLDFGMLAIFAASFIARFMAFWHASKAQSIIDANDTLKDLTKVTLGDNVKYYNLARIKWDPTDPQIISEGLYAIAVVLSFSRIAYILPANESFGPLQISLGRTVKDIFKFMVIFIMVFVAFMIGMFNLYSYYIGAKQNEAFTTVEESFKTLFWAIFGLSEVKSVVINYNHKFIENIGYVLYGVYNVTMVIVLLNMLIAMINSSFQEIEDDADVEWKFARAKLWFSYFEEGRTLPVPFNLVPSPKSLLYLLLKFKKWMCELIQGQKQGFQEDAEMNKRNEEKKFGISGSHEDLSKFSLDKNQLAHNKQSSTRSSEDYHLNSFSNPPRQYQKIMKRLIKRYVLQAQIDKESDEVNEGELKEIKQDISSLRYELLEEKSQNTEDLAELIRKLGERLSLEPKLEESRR
# TRPC4 agonist = activators of mouse TRPC4 channel, primary screen, Fluo4 calcium, HEK293 TRPC4beta/mu-opioid cells; Short transient receptor potential channel 4 (Mus musculus), Q9QUQ5; Fluo4 calcium fluorescence; active compounds read high; B-score at 10 µM; 310,000 tested, 0.49% active; AID 2237, 2010;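 active = B-score above 5 SD of library B-scores, and initial fluorescence ratio not above library mean plus 5 SD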;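 note: positive B-score marks a calcium rise read as TRPC4 activation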
#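 Assay system: HEK293 stable line with TRPC4beta plus mu-opioid receptor. Times: dye 45 min RT, read 110 s. Measured by: kinetic Fluo4 calcium fluorescence. Measure: B score of integrated ratio. Controls: assay buffer as low control, maximal DAMGO as high control.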
# TRPC4 inh = inhibitors of mouse TRPC4 channel, primary screen, Fluo4 calcium, HEK293 TRPC4beta/mu-opioid cells. Short transient receptor potential channel 4 (Mus musculus), Q9QUQ5. DAMGO-evoked Fluo4 calcium flux; active compounds read low. B-score at 10 µM. 300,000 tested, 0.39% active. AID 2247, 2010;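 active = B-score over 3 SD under the library average, no early fluorescence shift, positive overall ratio signal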
#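 Assay system: HEK293 cells with stable TRPC4beta plus mu-opioid receptor expression. Dosing: single dose. Measured by: Fluo4 Ca2+ flux fluorescence. Also added: DAMGO in two steps, submaximal then maximal. Read-out: B score from integrated Fluo4 fluorescence ratio.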
# MrgX1 antagonist = antagonists of human MrgX1 receptor, primary screen, HEK293 cells, Fluo-4 calcium flux; BAM8-22 antagonism; active compounds read low; B-score at 10 µM; 310,000 tested, 1.3% active; AID 588676, 2011;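 active = calcium-response B-score plate-corrected more than 3 library SD below zero, starting fluorescence within 5 deviations, no agonist response on first addition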;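 note: peak minus trough fluorescence over baseline after final BAM8-22 challenge near maximal dose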
# IEC-6 cytotox = cytotoxicity in IEC-6 intestinal epithelial cells, primary screen, cytotoxicity control for KLF5 inhibitor project, cell-based, luminescence; 290,000 tested, 0.78% active; IEC-6 cytotoxicity, luminescence viability; inhibition, % at 5 µM; in the data active = inhibition above about 22%;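 note: 0% = plate median of test compound wells and 100% = cytotoxic reference compound wells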
# SKKanGAS inh = S. pyogenes SKKanGAS growth inhibitors in kanamycin, primary screen, streptokinase expression inhibitor project, SKKanGAS strain, BacTiter-Glo luminescence | 6 h | 300,000 tested, 1.3% active | inhibition, % at 7.5 µM;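 active = mean replicate score, as percent of positive control median, at least 50; inconclusive = mean below 50 but one replicate at or above 50; inactive = mean and every replicate below 50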;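 note: strain carries kanamycin resistance gene driven by streptokinase promoter and grows in 40 µg/ml kanamycin; loss of luminescence reflects streptokinase promoter inhibition or plain growth inhibition; 0% = median of DMSO wells and 100% = positive control at its reference dose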
# TRPC6 inhibitor = mouse TRPC6 channel inhibitors, primary screen, cell-based, HEK293, membrane potential dye | Short transient receptor potential channel 6 (Mus musculus), Q61143 | ACh-evoked depolarization; active compounds read low | B-score at 10 µM | 310,000 tested, 1.1% active;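 active = B-score under library mean minus 3 SD, initial fluorescence not abnormally high, positive integrated signal ratio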;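 note: B-score derived from integrated fluorescence ratio over the kinetic read; more negative B-score means stronger inhibition of depolarization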
# TRPC4 PAM = positive allosteric modulators of TRPC4, primary screen, cell-based, mouse TRPC4beta, HEK293 mu-opioid, Fluo-4 calcium; AID 2227, 2009; DAMGO EC20, Fluo-4 Ca2+ flux; active compounds read high; 310,000 tested, 0.42% active; B-score at 10 µM; Short transient receptor potential channel 4 (Mus musculus), Q9QUQ5;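 active = B-score of calcium response area above 5 SD of library B-scores, with initial fluorescence ratio within 5 SD of library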;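 note: B-score of integrated fluorescence ratio over time as area under calcium response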
# aSyn UTR inh = MLPCN primary screen, SNCA 5' untranslated region | alpha-synuclein 5'UTR reporter, inhibitor activity | 300,000 tested, 0.82% active | inhibition, % (tested at 7.5 µM); in the data active = inhibition above about 60%; inconclusive = no clear call, values can overlap the other calls;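 note: H4 neuroglioblastoma cells stably carrying SNCA 5'UTR luciferase fusion; 0% = DMSO wells and 100% = positive control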
# Numbers without * were called inactive; i = inactive; ? = inconclusive; · = no result given.
# Second line of a record: HIF act, IEC-6 cytotox, TRPC4 inh, TRPC4 PAM, SKKanGAS inh, TRPC6 inhibitor, TRPC6 activator, aSyn UTR inh, MrgX1 antagonist, KLF5 inhibitor, TRPC4 agonist
CCOc1ccc2nc(SCC(=O)N3c4ccccc4Sc4ccccc43)sc2c1
 : -0.3, 0.5, i, i, -19.1, i, i, -28.5, i, -23.3, i
Brc1ccccc1CN1CCN(Cc2c[nH]c3ccccc23)CC1
 : -0.7, ·, -6*, i, -2.5, i, i, 48.0, i, ·, i
O=C(CSc1nnc(Cc2cc(=O)[nH]c(=O)[nH]2)n1-c1ccccc1)N1CCCC1
 : 0.1, -2.9, i, i, -4.3, i, i, 9.9, i, -17.7, i
O=C(COc1cccnc1[N+](=O)[O-])Nc1ccc2c(c1)OCO2
 : 1.4, 3.8, i, i, -6.4, i, i, -27.2, i, -25.3, i
C/C(=N\NC(=O)c1ccn(C)n1)c1ccc(NC(=O)C2CCC2)cc1
 : 1.0, -10.3, i, i, -3.9, i, i, -48.5, i, -23.5, i
CCOC(=O)C(C(=O)OCC)C(C[N+](=O)[O-])c1ccccc1 (stereo not drawn)
 : -0.1, -8.8, i, i, -1.6, i, i, 8.5, i, -7.6, i
CC(=O)N(CCc1cccc(C)c1)Cc1cc2cc(C)ccc2[nH]c1=O
 : 0.5, -2.5, i, i, -12.5, i, i, -0.3, i, -32.1, i
CCOCCCNC(=O)CN1C(=O)CSc2cc(S(=O)(=O)N3CCCCCC3)ccc21
 : 0.0, -0.6, i, i, 0.9, i, i, 14.2, i, -12.5, i
Cc1ccc2nc(SCn3nnc4ccccc4c3=O)[nH]c2c1
 : 1.1, 2.5, i, i, -7.3, i, i, -139.4, i, -150.8, i
CCCS(=O)(=O)N1CCc2cc(OC)c(OC)cc2C1
 : 0.1, 1.2, i, i, 0.5, i, i, 7.6, i, -3.1, i
Cc1ccc(-c2n[nH]c(=S)c3ccccc23)cc1
 : -1.1, 7.1, i, i, 4.1, i, i, 36.4, i, 7.9, i
Cc1cc(C)c(S(=O)(=O)c2ccccc2)c(OC(=O)c2c(F)cccc2F)n1
 : -0.6, -4.4, i, i, -16.4, i, i, -6.0, i, -29.1, i
CCOC(=O)Cn1c(=O)oc2cc(S(=O)(=O)NCC3CCCO3)ccc21 (stereo not drawn)
 : -0.5, -5.7, i, i, -3.8, i, i, 0.5, i, 4.3, i
O=C(NNC(=O)c1ccccc1[N+](=O)[O-])c1ccc(NS(=O)(=O)c2cccs2)cc1
 : -2.3, -7.3, i, i, 19.8, i, i, -5.2, i, -28.4, i
CC(C)CCN1CCN(Cc2ccc(N3CCNC3=O)cc2)CC1CCO (stereo not drawn)
 : 0.4, 4.6, i, i, -4.8, i, i, -3.4, i, -12.2, i
CCCCCCCCNC(=O)c1cnsn1
 : -0.1, -2.1, i, i, -10.2, i, i, -8.0, i, 0.7, i
COc1ccccc1NC(=O)c1cccnc1
 : 1.5, -5.2, i, i, 2.2, i, i, -14.0, i, -13.9, i
O=S1(=O)N=C(Nc2ccc(O)c(CN3CCCCC3)c2)c2ccccc21
 : ·, 3.1, i, i, -4.1, i, i, -37.2, i, -30.4, i
Cc1ccccc1NC(=O)C1CCN(C(=O)N2CCOc3ccccc32)CC1
 : -0.3, 13.6, i, i, -3.0, i, i, -15.4, i, -1.7, i
COc1ccccc1-c1cc2nc(C)cc(C)n2n1
 : 0.2, 7.3, i, i, -5.7, i, i, 9.3, i, -20.0, i
O=C(Nc1cccc(C(=O)O)c1)/C(=C\c1ccc2c(c1)OCO2)NC(=O)c1ccco1
 : 0.7, -4.9, i, i, 0.8, i, i, -2.3, i, -12.2, i
CN(CC(=O)Nc1cccc(F)c1)C(=O)c1ccc(C2SCCS2)cc1
 : -12.9, ·, i, i, 4.2, i, i, -2.8, i, ·, i
C=CCN1C(=NC(=O)COc2ccccc2)SC2CS(=O)(=O)CC21 (stereo not drawn)
 : -0.5, -10.7, i, i, -12.5, i, i, 8.2, i, -6.9, i
C(/C=C/C=C/Nc1ccccc1)=Nc1ccccc1
 : 0.6, 2.0, i, i, -3.1, i, i, -29.0, i, 2.2, i
O=C(NCCN1CCOCC1)c1cn(-c2ccccc2)nc1-c1cccs1
 : 0.1, -0.1, i, i, 0.1, i, i, -12.7, i, -31.3, i
CS(=O)c1ccccc1COC(=O)Nc1cccc(Cl)c1 (stereo not drawn)
 : 0.3, -4.7, i, i, 4.3, i, i, 15.6, i, -52.6, i
CC[n+]1c(S(=O)(=O)[O-])ccc2ccc(C)cc21
 : ?, 0.2, i, i, 17.9, i, i, -21.6, i, -23.8, i
Cc1ccccc1CNC(=O)Cc1cccs1
 : 0.6, 5.0, i, i, -1.0, i, i, -46.3, i, -5.7, i
CN(C(=O)c1ccc2c(c1)OCCO2)c1c(N)n(Cc2ccccc2)c(=O)[nH]c1=O
 : -0.4, ·, i, i, -8.1, i, i, -3.5, i, ·, i
CCc1c(C)c(C#N)c2nc3ccccc3n2c1NCC1CCCO1 (stereo not drawn)
 : 0.2, 0.6, i, i, -4.8, i, i, 12.0, i, 4.2, i
COc1ccc(C[C@H]2CN3C(=NC[C@@H]3Cc3ccccc3)N2CCNC(=O)CCC2CCCCC2)cc1
 : -3.8, -4.7, i, i, 10.3, i, i, 15.3, i, 1.7, 60*
CCN1CCN(c2nc3ccccc3nc2NS(=O)(=O)c2ccc(NC(C)=O)cc2)CC1
 : 0.2, -1.8, i, i, 2.5, i, i, -14.7, i, -64.7, i
Cn1c(=O)c2[nH]c(CN(Cc3ccccc3)Cc3ccccc3)nc2n(C)c1=O
 : -0.9, -4.3, i, i, 1.6, i, i, 32.7, i, 0.6, i
CCOC(=O)Cn1c(=O)c2c(nc3n2CCCN3CCc2ccccc2)n(C)c1=O
 : -0.8, 2.5, i, i, -2.3, i, i, 10.2, i, -11.8, i
O=C(COc1ccccc1Cl)Nc1cc(Cl)ccc1Oc1ccccc1
 : -1.1, -5.5, i, i, -7.9, i, i, 22.5, i, 0.0, i
COc1ccc(N2CC(C(=O)N3CCN(c4ccccc4F)CC3)CC2=O)cc1 (stereo not drawn)
 : -3.4, -5.5, i, i, 2.4, i, i, 6.2, i, -6.9, i
COc1ccc(NC(=O)C2CC(=O)OC2(C)C)cc1 (stereo not drawn)
 : 0.2, -2.8, i, i, 12.5, i, i, -1.6, i, 6.7, i
CC(=O)Nc1sc(NC(=O)c2ccc(Cl)cc2)nc1-c1cccs1
 : -0.9, 3.4, i, i, 7.8, i, i, -72.9, i, -6.4, i
CCOC(CNC(=O)Cc1c(C)nc2c(-c3ccccc3)c(C)nn2c1C)OCC
 : -0.1, 2.1, i, i, -4.0, i, i, -5.7, i, 8.3, i
Cn1c(Cn2c(=O)sc3ccccc32)nnc1SCC(=O)NCCc1ccccc1
 : 0.1, 7.4, i, i, 3.3, i, i, 7.0, i, -17.0, i
Cc1ccc2nc(-c3ccc(N)cc3)sc2c1
 : -0.6, 2.0, i, i, 53.9*, i, i, 90.0*, i, 31.9, i
CCC1(c2ccccc2)NC(=O)N(CC(=O)Nc2cc(Cl)ccc2N2CCOCC2)C1=O (stereo not drawn)
 : 2.3, ·, i, i, 0.3, i, i, 9.5, i, ·, i
CCc1cc2c(=O)c(-c3nc4ccccc4[nH]3)coc2c(CN2CCCCC2)c1O
 : 0.4, -2.6, i, i, -1.2, i, i, -26.5, i, 0.2, i
CC(=O)c1cccc(N=c2scc(-c3ccc(S(=O)(=O)N4CCOCC4)cc3)n2CCO)c1
 : 0.9, 4.0, i, i, -8.5, i, i, 12.3, i, -27.1, i
Cc1ccc(OCC(=O)Nc2c3c(nn2C(C)(C)C)CS(=O)(=O)C3)cc1
 : 0.1, -9.7, i, i, -5.2, i, i, 29.8, i, -22.4, i
COc1ccc(-c2csc(/C(C#N)=C\c3ccc(OC)c([N+](=O)[O-])c3)n2)cc1
 : 0.1, 9.4, i, i, -5.8, i, i, 19.0, i, -19.9, i
Cc1ccc2c(CC(=O)NCC(C)(C)N3CCOCC3)coc2c1
 : ·, -4.7, i, i, ·, i, i, ·, i, -6.7, i
C/C(=N/NC(=O)c1ccco1)c1ccc(NC(=O)c2ccc(Br)o2)cc1
 : 2.0, 6.0, i, i, -5.4, i, i, -82.3, i, -121.7, i
Cc1nn(-c2cccc(Cl)c2)c2c1C(c1ccncc1)C(C#N)=C(N)O2 (stereo not drawn)
 : -0.8, -0.6, i, i, 13.3, i, i, -8.7, i, -32.0, i
Cc1ccc(NC(=O)CN2C(=O)S/C(=C\c3ccccn3)C2=O)cc1C
 : ·, -3.6, i, i, ·, i, i, ·, i, -34.7, i
CCOC(=O)c1cnc(/N=C/N(C)C)s1
 : 0.0, 9.1, i, i, 3.5, i, i, -21.7, i, 7.1, i
Cc1ccccc1NC(=S)N=Nc1c(O)n(C)c2ccc(S(=O)(=O)N3CCOCC3)cc12
 : -1.1, 3.6, i, i, 45.8, i, i, 77.9*, i, -10.1, i
O=C(O)c1cnn(-c2nc(-c3cccc([N+](=O)[O-])c3)cs2)c1C(F)(F)F
 : -0.8, -3.4, i, i, 15.7, i, i, 19.8, i, -20.8, i
O=C(NCCc1nc2ccccc2[nH]1)/C(=C/c1ccc2c(c1)OCO2)NC(=O)c1ccccc1Cl
 : 0.0, -0.7, i, i, -4.3, i, i, 13.9, i, 10.1, i
Cn1cccc1/C=N/NC(=O)CSc1nc2ccccc2[nH]1
 : 0.6, 7.8, i, i, -2.8, i, i, -17.2, i, -42.3, i
COc1ccccc1NCCC#N
 : 3.3, 2.3, i, i, 0.2, i, i, -10.8, i, -15.7, i
Cc1ccc(CS(=O)(=O)Cc2ccc(C(=O)NCc3ccco3)o2)cc1
 : 0.5, -4.0, i, i, -10.0, i, i, -25.1, i, -20.9, i
CCOC(=O)CSCC(=O)Nc1cc(C)ccc1C
 : 0.0, -0.3, i, i, 1.5, i, i, -2.1, i, -13.5, i
COc1cc(C2C3CN(C)CC=C3C(C#N)=C(N)C2(C#N)C#N)ccc1OC(C)C (stereo not drawn)
 : -0.3, -7.5, i, i, 5.6, i, i, 15.2, i, -5.3, i
